Compound activity from PubChem.
BoNT-F LC inh: BoNT/F light chain protease inhibitors, primary screen, biochemical, flow cytometry, MLPCN library | 0.22% of 360,000 active | Multiplex microsphere protease cleavage assay | Botulinum neurotoxin type F light chain protease (Clostridium botulinum) | AID 588497, 2011 | inhibition, % at 10 µM; in the data active = inhibition above about 35%, passing the limit was not always enough; inconclusive = no clear call, values can overlap the other calls; also: plate controls were buffer without enzyme for full effect and enzyme alone for no effect
Rv3671c inh: Rv3671c serine protease inhibitors, primary screen, biochemical, fluorescence polarization, M. tuberculosis H37Rv | AID 2606, 2010 | P9WHR9 | 0.048% of 320,000 active | inhibition, % at 5.96 µM; in the data active = inhibition above about 38%;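 also: extracellular domain of Rv3671c used as enzyme; 0% = enzyme with DMSO and 100% = no enzyme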
DUSP3 inh: VHR1 phosphatase inhibitors, primary screen, biochemical, absorbance, uHTS; AID 1654, 2009; Dual specificity protein phosphatase 3 (Homo sapiens), P51452; 0.52% of 290,000 active; recombinant VHR phosphatase, pNPP absorbance; inhibition, % at 13.3 µM; in the data active = inhibition above about 50%; also: some compounds called inactive have numbers as strong as hits
Target sequence (P51452 whole entry, looked up): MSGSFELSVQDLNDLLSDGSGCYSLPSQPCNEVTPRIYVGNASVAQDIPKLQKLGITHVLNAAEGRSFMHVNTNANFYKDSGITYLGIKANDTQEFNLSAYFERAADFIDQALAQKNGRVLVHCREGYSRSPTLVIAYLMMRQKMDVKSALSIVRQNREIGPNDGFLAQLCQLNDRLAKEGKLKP
Mtb UGM inh: M. tuberculosis UGM enzyme inhibitors, primary screen, biochemical, fluorescence polarization, single point | purified UGM, fluorescence polarization probe displacement | inhibition, % at 10 µM | 0.06% of 320,000 active | AID 504406, 2011; in the data active = inhibition above about 10%, passing the limit was not always enough; inconclusive = no clear call, values can overlap the other calls
Target sequence (P9WIQ1 whole entry, looked up): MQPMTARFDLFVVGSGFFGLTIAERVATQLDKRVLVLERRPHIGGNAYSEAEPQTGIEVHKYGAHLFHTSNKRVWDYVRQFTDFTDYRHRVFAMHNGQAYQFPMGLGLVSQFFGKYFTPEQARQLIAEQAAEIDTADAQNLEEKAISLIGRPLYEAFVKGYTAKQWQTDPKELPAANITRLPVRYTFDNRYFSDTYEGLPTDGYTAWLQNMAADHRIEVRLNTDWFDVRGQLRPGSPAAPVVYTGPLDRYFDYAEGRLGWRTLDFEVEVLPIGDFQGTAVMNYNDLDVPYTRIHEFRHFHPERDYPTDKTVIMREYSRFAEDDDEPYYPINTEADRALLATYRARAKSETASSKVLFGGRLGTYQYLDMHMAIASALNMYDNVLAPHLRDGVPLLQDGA
GDH-TPI inh: GDH-TPI coupling enzyme inhibitors, primary screen, artefact control for M. tuberculosis FBA inhibitor project, biochemical, absorbance, full deck; inhibition, % at 4.8 µM; 1.2% of 360,000 active; AID 588335, 2011; GDH-TPI coupled enzyme counterscreen, NADH absorbance;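 also: 0% = DMSO wells and 100% = wells lacking the enzyme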
CCHF vOTU inh: CCHFV vOTU protease inhibitors, primary screen, biochemical, Pep-AMC substrate, fluorescence; 0.55% of 370,000 active; inhibition, % at 11.5 µM; Crimean-Congo hemorrhagic fever virus L polyprotein viral ovarian tumor (vOTU) protease …; also: 0% = vehicle wells with enzyme and 100% = no enzyme wells
Mtb FBA inh: Mtb FBA enzyme inhibitors, primary screen, biochemical, fluorescence, strain H37Rv. Fructose-bisphosphate aldolase (Mycobacterium tuberculosis (strain ATCC 25618 / H37Rv)), …. purified M. tuberculosis FBA, fluorescence read-out. inhibition, % at 1 µM. 2.3% of 360,000 active; in the data active = inhibition above about 27%;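 also: 0% = vehicle and 100% = reference inhibitor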
Target sequence (P9WQA3 whole entry, looked up): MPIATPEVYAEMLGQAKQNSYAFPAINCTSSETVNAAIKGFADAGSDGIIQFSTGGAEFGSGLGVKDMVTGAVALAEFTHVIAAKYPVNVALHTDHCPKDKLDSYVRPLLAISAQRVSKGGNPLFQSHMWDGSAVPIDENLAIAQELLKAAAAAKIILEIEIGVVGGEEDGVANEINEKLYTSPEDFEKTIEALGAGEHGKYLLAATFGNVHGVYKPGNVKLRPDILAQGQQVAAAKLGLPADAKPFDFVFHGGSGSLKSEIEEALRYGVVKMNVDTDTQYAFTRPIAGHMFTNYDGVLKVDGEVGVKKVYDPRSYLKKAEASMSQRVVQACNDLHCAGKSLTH
FadD28 FP inh: inhibitors of FadD28 bisubstrate probe binding, primary screen, biochemical, fluorescence polarization, single point; Mycobacterium tuberculosis FadD28 fatty-acid-AMP ligase; inhibition, % at 12.5 µM; 0.22% of 360,000 active; AID 588549, 2011; in the data active = inhibition above about 8.5%, passing the limit was not always enough; inconclusive = no clear call, values can overlap the other calls
MazEF act: activators of E. coli MazEF toxin-antitoxin RNase, primary screen, biochemical, fluorescence, uHTS; Endoribonuclease toxin MazF (Escherichia coli (strain K12)), P0AE70; FAM/BHQ RNA-DNA oligo cleavage fluorescence, 5 h; activation, % at 20 µM; 0.32% of 350,000 active; AID 504720, 2011; in the data active = activation above about 50%
Target sequence (P0AE70 whole entry, looked up): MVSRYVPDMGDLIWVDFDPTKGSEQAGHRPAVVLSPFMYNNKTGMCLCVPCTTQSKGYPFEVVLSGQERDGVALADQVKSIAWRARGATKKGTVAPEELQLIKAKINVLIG
BioA inh: M. tuberculosis BioA enzyme inhibitors, primary screen, biochemical, plate reader, single point, HTS; purified M. tuberculosis BioA enzyme; 0.096% of 360,000 active; inhibition, % at 9.99 µM; in the data active = inhibition above about 40%; inconclusive = no clear call, values can overlap the other calls
An asterisk follows results filed as active; ? = inconclusive; . = no result given; & = joins results of further samples. Rule as the data show it, unless noted: active = inhibition above about 30%; inactive = the rest.

Start of the data: the first two entries, ahead of the listing:
SMILES	BoNT-F LC inh	Rv3671c inh	DUSP3 inh	Mtb UGM inh	GDH-TPI inh	CCHF vOTU inh	Mtb FBA inh	FadD28 FP inh	MazEF act	BioA inh
O=S(=O)(c1cnccc1N1CCN(/N=C/c2ccccc2)CC1)N1CCCCC1	-4	-4	17	0.7	2	1	-2	-3.7	1	0.4
O=C1Cc2cc(NS(=O)(=O)c3ccc(Cl)cc3)cc3c2N1CCC3	.	2	.	-0.4	2	7	1	-0.5	0	0.2

Results (from the top)
SMILES	BoNT-F LC inh	Rv3671c inh	DUSP3 inh	Mtb UGM inh	GDH-TPI inh	CCHF vOTU inh	Mtb FBA inh	FadD28 FP inh	MazEF act	BioA inh
O=S(=O)(c1cnccc1N1CCN(/N=C/c2ccccc2)CC1)N1CCCCC1	-4	-4	17	0.7	2	1	-2	-3.7	1	0.4
O=C1Cc2cc(NS(=O)(=O)c3ccc(Cl)cc3)cc3c2N1CCC3	.	2	.	-0.4	2	7	1	-0.5	0	0.2
Nc1cccc(Nc2ncnc3ccccc23)c1	-13	3	30	-1.2	20	10	4	-0.2	8	-0.6
O=C(C1=C[C@H](c2ccccc2)C[C@H](OCc2ccc(CO)cc2)O1)N1CCN(Cc2ccc3c(c2)OCO3)CC1	-4	5	16	-1.8	-7	6	0	0.1	5	0.1&6.2&1.2
OC[C@@H]1CN(Cc2cccnc2)C[C@H](n2cnc3c(N4CCCC4)ncnc32)O1	1	.	.	.	16	7	3	-0.5	.	-1.6
CCC(C)Oc1nc2ccccc2nc1NS(=O)(=O)c1ccccc1 (configuration not stated)	-1	4	20	-0.2	16	10	0	0.5	-3	-0.3
Cc1ccc2c(c1)N(CCCC(=O)NCCCN1CCCCC1)C(=O)CO2	-4	-5	33	-1.8	4	-7	0	-1.5	5	-1.2
Cc1ccc(/C=N/NC(=O)CN(Cc2ccccc2)S(=O)(=O)c2ccc3c(c2)OCCO3)cc1	-7	-11	-8	2.4	9	20	2	-2.9	-4	-1.4
COc1cc(OC)c2c(C)c(Cl)c(=O)oc2c1	-22	1	13	2.3	16	-62	124*	-3.1	-6	-1.9
C=CCNC(=O)COc1ccc(S(=O)(=O)Nc2ccc(OCC)cc2)cc1	2	-11	4	-1.0	7	13	-1	-2.9	8	.
COC(=O)c1ccccc1NC(=O)/C=N/O	5	3	-6	-4.1	6	3	2	-1.7	5	-1.5
COc1ccc2c(c1OC)C(=O)N1N=C(c3ccc(Br)cc3)CC21 (configuration not stated)	-9	-8	-13	-3.9	13	.	1	-3.6	-3	0.0
CCN1C(=O)/C(=C\c2ccncc2)SC1=Nc1ccc(C)c(C)c1	17	-4	8	0.1	10	-8	-5	-6.0	3	1.1
CCOc1ccc(NS(=O)(=O)c2ccc(C(=O)NCC3(N4CCCCC4)CCCCC3)cc2)cc1	0	-6	-3	-2.7	-2	-5	8	1.9	2	-1.5
CCOc1ccc(OCCSc2ccc(S(=O)(=O)N3CCN(C)CC3)cn2)cc1	-13	8	.	-1.4	-4	10	-2	-3.0	15	3.1
Cc1cccc(NC(=O)C2CCN(C(=O)c3ccc(F)cc3)CC2)n1	?	-2	.	-0.2	-13	9	0	-1.6	1	-0.3
Cc1onc(-c2c(F)cccc2Cl)c1C(=O)c1ccccc1	.	-8	23	-1.1	1	10	0	-0.4	5	-0.8
NC(=O)C1CCN(C(=O)CCC(=O)c2cccs2)CC1	2	2	.	1.0	11	-23	4	-2.4	-3	2.2
COc1ccc(-c2sc3ccccc3c2-c2ccc(OCCN(C)C)cc2)cc1	-10	14	.	-0.5	-7	4	6	-12	11	-1.3
Cc1ccc(S(=O)(=O)NCCN2CCOCC2)s1	14	-1	-11	-0.9	3	-3	-1	-0.4	1	-2.0
O=C(COC(=O)Cc1ccc(S(=O)(=O)N2CCOCC2)s1)Nc1ccc2c(c1)OCO2	9	-3	28	-1.5	4	2	1	-3.5	1	-1.6
CCCCN(C)c1c(C)nc2ccc(C(=O)Nc3cc(-c4ccccc4)ccc3OC)cn12	12	.	.	.	10	10	-2	-3.1	.	-1.9
CCc1ccc(NC(=O)CSc2nc(CSc3ccc(C)cc3)cc(=O)[nH]2)cc1	-3	-10	-4	-3.2	-4	9	1	-2.9	9	.
CCn1ccc(C(=O)NCc2ccc3c(c2)OCO3)n1	-7	3	20	0.6	6	0	-1	0.7	0	1.4
O=C(NC(=S)NCCC1=CCCCC1)c1cccnc1	-1	-4	18	-1.4	7	19	-4	1.2	-7	.

Look-ups from above:
BioA inh, `Cc1onc(-c2c(F)cccc2Cl)c1C(=O)c1ccccc1` = -0.8
FadD28 FP inh, `O=C1Cc2cc(NS(=O)(=O)c3ccc(Cl)cc3)cc3c2N1CCC3` = -0.5

Other results follow:
SMILES	BoNT-F LC inh	Rv3671c inh	DUSP3 inh	Mtb UGM inh	GDH-TPI inh	CCHF vOTU inh	Mtb FBA inh	FadD28 FP inh	MazEF act	BioA inh
COc1cc2c(cc1OC)CN(C(=O)c1cc(S(=O)(=O)N3CCOCC3)c(Cl)cc1Cl)CC2	-10	2	-13	1.8	10	10	1	-1.5	6	0.8
Cc1ccc(CN2CCN(/N=C/c3ccc(O)c(O)c3)CC2)cc1	-1	4	28	-1.1	-10	0	-1	-1.3	0	0.7
Oc1ccc(-c2csc(-c3ccccc3)n2)cc1O	-14	-17	13	-0.7	-1	16	-2	0.2	12	11
COc1ccc(Cc2nn3c(-c4ccccc4OC)nnc3s2)cc1	2	0	7	-1.4	-1	-3	-1	-3.6	0	4.4
COc1ccccc1C(=O)Nc1ccc(C(=O)/C=C/c2cccs2)cc1	12	-58	2	3.2	28	-4	-1	-0.2	-34	-0.5
CCCc1cc(=O)oc2c(C)c(OCC(=O)c3ccc(N4CCCC4)cc3)ccc12	5	.	58*	.	23	4	3	-2.2	-4	-1.6
Cc1cccc(C)c1N1CCN(C(=O)N2CCCCC2)CC1	2	7	7	-2.6	3	-5	0	-1.9	-1	.
Cc1ccc(Cc2nc(-c3cccc(C)c3)no2)cc1	-6	3	7	1.2	3	-13	5	-3.3	-4	3.1
COc1ccc([N+](=O)[O-])cc1NC(=O)COC(C)=O	-9	6	-20	0.8	-1	6	0	-1.1	8	.
Cc1cccc(NC(=O)C2Cc3ccccc3CN2C(=O)OCc2ccccc2)c1C (configuration not stated)	-1	2	-1	1.1	.	0	.	-0.8	0	.
COc1ccc(-c2nnn(CC#N)n2)cc1OC	?	5	-2	-1.8	-7	5	0	-4.1	4	-0.6
N#CC(=NCc1cccnc1)C1=C(O)c2ccccc2C1=O	-11	8	17	-1.2	14	6	0	-2.5	4	-0.9
COCCNC(=S)N/N=C(\C)c1ccc(-n2ccnc2)cc1	2	7	-10	-1.5	23	0	3	0.0	-11	27
COc1ccc(C(=O)/C=C/c2ccc(OC)c(COc3ccccc3F)c2)cc1	-6	-15	-2	-0.8	21	1	0	1.6	-14	-2.6
CCN(CCn1cccn1)C(=O)c1cc(COc2cc(C)ccc2C)on1	2	.	0	5.0	2	-15	1	-3.4	-9	1.7
CC(C)Oc1ccccc1-c1cc(C(=O)N/N=C/c2cccnc2)c2ccccc2n1	-1	3	13	-1.0	0	7	-3	-5.4	-3	5.0
COC(=O)c1cccc(-n2c(CCC(=O)O)ccc2-c2cccs2)c1	-1	-9	8	0.3	7	16	2	0.4	10	.
CCCCNC(=S)NNC(=O)c1cc(-c2cccnc2)nc2ccccc12	0	1	45	4.9	14	35*	8	-2.3	-2	2.7
O=C(NNC(=O)C12CC3CC(CC(C3)C1)C2)c1cnccn1	-1	-17	-7	2.6	-3	-2	0	-0.6	9	2.5
c1ccc(-c2nc(NCCCn3ccnc3)c3ccccc3n2)cc1	-2	-2	18	-3.3	6	2	1	-2.8	-25	.
Cc1onc(-c2ccccc2)c1C(=O)Nc1sc2c(c1C#N)CCC(C)C2 (configuration not stated)	-2	-19	40	1.8	7	11	2	-2.2	-7	-1.6
C#CCNC(=O)C1=C[C@H](c2coc3ccccc3c2=O)[C@@H](CCCO)[C@H](OCC)O1	-1	-4	12	0.4	6	6	3	-2.5	6	0.9
CNc1cc(N2CCCC2)ccc1[N+](=O)[O-]	2	5	23	-0.6	-2	-4	-13	-0.9	2	.
O=C1CNC(=S)N1CCc1ccc(O)c(O)c1	-9	10	18	-3.0	4	-7	1	-2.2	5	-0.3
Clc1ccc(-c2cc(-c3nnc4n3CCCCC4)c3ccccc3n2)cc1	1	4	36	2.8	-2	2	-3	-6.8	-5	2.1

(listing goes on)
SMILES	BoNT-F LC inh	Rv3671c inh	DUSP3 inh	Mtb UGM inh	GDH-TPI inh	CCHF vOTU inh	Mtb FBA inh	FadD28 FP inh	MazEF act	BioA inh
Cc1cc(C(=O)COC(=O)c2ccc[nH]c2=O)c(C)n1-c1ccc(F)cc1	-9	-19	-6	4.8	-3	9	-2	-1.8	-1	-0.5
CC(C(=O)Nc1cccc([N+](=O)[O-])c1)N1CCN(C/C=C/c2ccccc2)CC1 (configuration not stated)	9	1	-2	-0.8	12	-12	0	-3.1	4	1.5
CCC1CN(C(=O)N2CCC(C(=O)NCc3cccc(F)c3)CC2)c2ccccc2O1 (configuration not stated)	-1	3	-7	-1.1	2	10	-3	-0.4	1	1.4
CCOc1ccc(NC(=O)N2C[C@H]3C[C@@H](C2)c2cccc(=O)n2C3)cc1	-6	0	1	0.2	0	-1	6	0.2	1	-1.1
Cc1nnc(NC(=O)CCCCCN2C(=O)C3C4C=CC(C4)C3C2=O)s1 (configuration not stated)	-8	3	28	2.4	5	-7	-2	-2.8	2	-1.4
O=[N+]([O-])c1ccccc1/C=C/CN1CCN(Cc2ccc3c(c2)OCO3)CC1	?	7	11	-3.4	13	-3	6	1.6	1	-2.3
CN(C)C(CNS(=O)(=O)c1ccc(Cl)cc1)c1cccnc1 (configuration not stated)	-8	5	24	-1.1	9	-1	3	0.0	6	-3.1
CCCn1c(=S)[nH]c2cc(Cl)ccc21	6	6	-1	-1.0	-6	-2	-3	-3.8	4	0.9
Cc1ccsc1C(=O)NNC(=O)C1CCCCC1C(=O)O (configuration not stated)	-4	1	13	1.1	-2	7	4	-2.0	0	-0.1
O=C(c1ccc(Br)o1)N1CCN(c2ccc3nnc(-c4ccccc4)n3n2)CC1	0	2	11	-1.1	15	-5	5	-5.0	17	3.4
COC(=O)c1noc(C)c1-c1ccnn1C(=O)c1ccc(Cl)cc1	?	3	10	2.4	-5	6	29*	-3.4	-18	.
COc1ccc(-c2nc(CS(=O)(=O)CC(=O)NC3CCCCCC3)c(C)o2)cc1	3	3	23	0.7	2	4	4	-0.6	6	.
Cc1nnc(NC(=O)c2cc(-c3ccco3)nc3ccccc23)s1	-6	-3	.	0.3	17	-7	10	-4.8	.	-0.7
CSc1nc(C)cc(-n2ccc(=O)[nH]c2=O)n1	-3	-11	9	-0.3	7	-10	6	-0.8	6	-2.6
CC(C)CNC(=O)C1(C)CCCCCN1C(=O)c1cccnc1 (configuration not stated)	4	.	.	.	13	-4	3	-0.7	.	-3.9
CCOC(=O)C1=CCN(S(=O)(=O)c2ccccc2C(=O)OC)C1c1ccc(Cl)cc1 (configuration not stated)	-4	.	.	.	.	4	-2	-0.2	.	-7.1
CC(C)CNC(=O)c1coc(=O)c(Br)c1	4	-7	6	4.2	29	1	14	-1.8	-16	7.5
O=C(Nc1ccc(F)cc1)NC1CCCCC1	-6	1	-6	0.5	6	2	4	1.9	4	-1.4
